XIAP antagonists: XIAP antagonists, biochemical, IAP family, fluorescence polarization (AID 1018) | XIAP BIR domain, fluorescence polarization peptide displacement; higher % means a stronger effect | displacement, % at 20 µM; hits with a dose series show IC50 in µM | E3 ubiquitin-protein ligase XIAP (Homo sapiens) | hit rate 0.007% among 200,000; in the data active = displacement above about 50%; also: a part of the inactive calls stands beside numbers as strong as those of hits
Yfh1-off respiration: enhancers of respiration in Yfh1-depleted yeast, dose response, Friedreich's ataxia, plus single-dose screen (AID 1465). hit rate 0.074% among 220,000. S. cerevisiae Yfh1-off respiration, WST-1 reduction, 72 h; higher fold induction means a stronger effect. fold induction at 50 µM, or EC50 in µM where a hit was titrated;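 active = fold induction of absorbance versus untreated yeast above a set limit, then at least 30% activation at any dose in follow-up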;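 also: activators that raise dye reduction in frataxin-depleted yeast; strong numbers were not always called active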
PMI inhibitors: inhibitors of human PMI, primary screen, biochemical, fluorescence intensity, coupled assay (AID 1209) | hit rate 0.42% among 190,000 | inhibition, % at 20 µM, or IC50 in µM where a hit was titrated | purified PMI enzyme, coupled fluorescence intensity; higher % means a stronger effect;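 also: plate controls were DMSO vehicle for no effect and wells lacking substrate for full effect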
LYP phosphatase: inhibitors of LYP phosphatase, biochemical, fluorescence intensity, uHTS (AID 1779). Tyrosine-protein phosphatase non-receptor type 22 (Homo sapiens). recombinant LYP phosphatase, fluorescence intensity; higher % means a stronger effect. inhibition, % at 11.5 µM; hits with a dose series show IC50 in µM. hit rate 0.054% among 290,000;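 also: plate controls were vehicle with enzyme for no effect and no enzyme for full effect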
human PMI inhibitors: human PMI inhibitors, high substrate, primary screen, biochemical, fluorescence intensity, high mannose 6-phosphate (AID 1220) | Mannose-6-phosphate isomerase (Homo sapiens) | recombinant PMI enzyme, coupled fluorescence intensity; higher % means a stronger effect | inhibition, % at 20 µM, or IC50 in µM where a hit was titrated | hit rate 0.66% among 190,000
TNAP activation fold: human TNAP enzyme activators, primary screen, biochemical, luminescent, no phosphate acceptor, uHTS (AID 1001). purified TNAP, luminescent activation assay, no phosphate acceptor; higher activation fold means a stronger effect. activation fold at 20 µM, or EC50 in µM where a hit was titrated. hit rate 0.03% among 200,000; in the data active = activation fold from about 3, or a potency from the dose series; inactive = the rest, 99 in 100 with activation fold below about 1.6; also: many of its hits are not listed in these tables
WT yeast gro inh: growth inhibition of WT strain, primary screen, mitochondrial fusion inhibitor project, WT and mutant strains, chemical genetic; hit rate 2.1% among 190,000; inhibition, % at 10 µM; mitochondrial fusion phenotypic screen; in the data active = inhibition above about 58%; tested in S. cerevisiae
P. falciparum M1AAP: P. falciparum M1AAP inhibitors, biochemical, fluorogenic H-Leu-NHMec substrate, 1536-well (AID 1445); recombinant M1AAP, H-Leu-NHMec fluorogenic kinetic assay; higher % means a stronger effect; inhibition, % at 30 µM; hits with a dose series show IC50 in µM; hit rate 0.42% among 220,000;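 active = primary inhibition above the hit cutoff, then over 50% inhibition at one or more dose response concentrations, cut at about 23% in these data, passing the limit was not always enough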;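 also: plate controls were DMSO full reaction for no effect and no enzyme background for full effect; strong numbers were not always called active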
P. falciparum M17LAP: P. falciparum M17LAP inhibitors, primary screen, biochemical, fluorogenic H-Leu-NHMec substrate, 1536-well (AID 1619). Leucine aminopeptidase (Plasmodium falciparum (isolate 3D7)). recombinant M17LAP, H-Leu-NHMec fluorogenic kinetic assay; higher % means a stronger effect. inhibition, % at 30 µM, or IC50 in µM where a hit was titrated. hit rate 0.38% among 220,000;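 active = compound inhibiting the enzyme by more than half at any dose during confirmatory dose-response retesting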;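 also: plate controls were full reaction with DMSO carrier for no effect and no enzyme background for full effect; strong numbers were not always called active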
WT yeast gro inh mutant strain: recorded beside WT yeast gro inh, whose call it bears; inhibition, %; mitochondrial fusion phenotypic screen, mutant strain inhibition
* = called active by the depositor; i = inactive; / = no result given. Rule as the data show it, unless noted: active = inhibition above about 50%; inactive = the rest.

#	mol	XIAP antagonists	Yfh1-off respiration	PMI inhibitors	LYP phosphatase	human PMI inhibitors
1	CCn1c2ccccc2c2cc(/C=N/NC(=O)c3ccccc3)ccc21	-0.6%	i	3%	-3%	1%
2	CC(=O)N(c1ccccc1)c1c(F)c(F)c(F)c(F)c1F	-5.8%	i	14%	-1%	12%
3	CCCCCOC(=O)c1ccc(N2C(=O)C3C4C=CC(C4)C3C2=O)cc1 (stereo not given)	-5.0%	i	-3%	0%	-8%
4	CC1CCC(=C(C#N)c2nc(-c3cc4ccccc4oc3=O)cs2)CC1 (stereo not given)	-6.5%	i	8%	9%	6%
5	O=C(O)c1cccc(CN2C(=O)S/C(=C/c3cccc([N+](=O)[O-])c3)C2=O)c1	/	i	/	-4%	/
6	O=C(CCn1cccc1)NCc1ccc(Cl)cc1	-5.2%	i	6%	-6%	5%
7	COc1cc(CCC(=O)NNC(=O)c2ccc(C)cc2)cc(OC)c1OC	1.9%	i	1%	2%	0%
8	CCOC(=O)/C(=N/Nc1ccccc1)Sc1nnc(CCc2ccccc2)n1-c1ccccc1	-3.0%	i	24%	0%	12%
9	Cc1nc(-c2ccc([N+](=O)[O-])cc2)sc1C(=O)O	-4.8%	i	0%	-4%	-2%
10	O=[N+]([O-])c1ccccc1SN(Cc1ccccc1)c1ccccn1	-3.0%	i	-10%	-2%	-4%

#	TNAP activation fold	WT yeast gro inh	WT yeast gro inh mutant strain	P. falciparum M1AAP	P. falciparum M17LAP
1	1.3	14	-2	2%	-10%
2	1	-4	1	7%	14%
3	1	1	15	-3%	-7%
4	1.1	7	-11	3%	-4%
5	/	/	/	4%	1%
6	1.1	-14	-16	0%	4%
7	1.3	-4	5	-4%	0%
8	1.2	1	-24	15%	18%
9	1.2	0	6	7%	19%
10	0.9	56	-2	-1%	-6%

Other structures
#	mol	XIAP antagonists	Yfh1-off respiration	PMI inhibitors	LYP phosphatase	human PMI inhibitors
11	O/N=C/c1cccn1-c1ccc(O)cc1	-6.3%	i	4%	-9%	7%
12	Cc1nnc2sc(-c3ccc(NC(=O)CSc4ccc(Cl)cc4)cc3)nn12	-4.1%	i	6%	6%	6%
13	COCCCNc1ccnc2c(Cl)cccc12	1.4%	i	-2%	-2%	0%
14	C=CCC1c2cccc(C(=O)O)c2C(=O)N1c1ccc(F)cc1 (stereo not given)	-3.8%	i	7%	4%	4%
15	CCCC(=O)Nc1ccc2nc(SCC(=O)N3CCCC3)sc2c1	0.8%	i	4%	-7%	8%
16	CCc1nnc(NC(=O)Nc2ccc(Cl)cc2)s1	-3.5%	i	-2%	-4%	0%
17	O=C(Nc1ccc(S(=O)(=O)N2CCOCC2)cc1)c1ccc(Br)o1	-4.3%	i	12%	-3%	18%
18	COc1ccc(S(=O)(=O)N2CCOCC2)cc1C(=O)Nc1ccon1	-5.5%	i	17%	-2%	7%
19	Cc1ccc(S(=O)(=O)Nc2ccc(-c3nc4cc(NS(=O)(=O)c5ccc(C)cc5)ccc4o3)cc2)cc1	-40%	i	-8%	0%	0%
20	Cc1cc(C)c2nc(SCC(=O)NCCN3C(=O)CSC3=O)cc(C)c2c1	-1.4%	i	17%	-6%	12%

#	TNAP activation fold	WT yeast gro inh	WT yeast gro inh mutant strain	P. falciparum M1AAP	P. falciparum M17LAP
11	1.1	11	9	-1%	4%
12	1	-5	-6	15%	10%
13	1.1	-1	4	-3%	12%
14	1	-7	-3	-5%	9%
15	1.1	0	4	3%	11%
16	1	-12	7	/	/
17	1.1	-17	-11	-6%	-2%
18	1.1	1	-6	-4%	-6%
19	0.8	-4	-14	9%	-8%
20	1.1	17	1	-8%	4%

Sorted by molar mass (largest number first): part of the list above.
#	mol	XIAP antagonists	Yfh1-off respiration	PMI inhibitors	LYP phosphatase	human PMI inhibitors
19	Cc1ccc(S(=O)(=O)Nc2ccc(-c3nc4cc(NS(=O)(=O)c5ccc(C)cc5)ccc4o3)cc2)cc1	-40%	i	-8%	0%	0%
8	CCOC(=O)/C(=N/Nc1ccccc1)Sc1nnc(CCc2ccccc2)n1-c1ccccc1	-3.0%	i	24%	0%	12%
12	Cc1nnc2sc(-c3ccc(NC(=O)CSc4ccc(Cl)cc4)cc3)nn12	-4.1%	i	6%	6%	6%
17	O=C(Nc1ccc(S(=O)(=O)N2CCOCC2)cc1)c1ccc(Br)o1	-4.3%	i	12%	-3%	18%
20	Cc1cc(C)c2nc(SCC(=O)NCCN3C(=O)CSC3=O)cc(C)c2c1	-1.4%	i	17%	-6%	12%
7	COc1cc(CCC(=O)NNC(=O)c2ccc(C)cc2)cc(OC)c1OC	1.9%	i	1%	2%	0%
15	CCCC(=O)Nc1ccc2nc(SCC(=O)N3CCCC3)sc2c1	0.8%	i	4%	-7%	8%
10	O=[N+]([O-])c1ccccc1SN(Cc1ccccc1)c1ccccn1	-3.0%	i	-10%	-2%	-4%
14	C=CCC1c2cccc(C(=O)O)c2C(=O)N1c1ccc(F)cc1 (stereo not given)	-3.8%	i	7%	4%	4%
9	Cc1nc(-c2ccc([N+](=O)[O-])cc2)sc1C(=O)O	-4.8%	i	0%	-4%	-2%
6	O=C(CCn1cccc1)NCc1ccc(Cl)cc1	-5.2%	i	6%	-6%	5%
11	O/N=C/c1cccn1-c1ccc(O)cc1	-6.3%	i	4%	-9%	7%

#	TNAP activation fold	WT yeast gro inh	WT yeast gro inh mutant strain	P. falciparum M1AAP	P. falciparum M17LAP
19	0.8	-4	-14	9%	-8%
8	1.2	1	-24	15%	18%
12	1	-5	-6	15%	10%
17	1.1	-17	-11	-6%	-2%
20	1.1	17	1	-8%	4%
7	1.3	-4	5	-4%	0%
15	1.1	0	4	3%	11%
10	0.9	56	-2	-1%	-6%
14	1	-7	-3	-5%	9%
9	1.2	0	6	7%	19%
6	1.1	-14	-16	0%	4%
11	1.1	11	9	-1%	4%

(more compounds)
#	mol	XIAP antagonists	Yfh1-off respiration	PMI inhibitors	LYP phosphatase	human PMI inhibitors
21	C/C(=N\NC(=O)c1ccccc1)c1ccc(N2CCOCC2)cc1	-7.3%	i	17%	-4%	12%
22	CC(=O)Nc1ccc(S(=O)(=O)N2CCN(c3cc(C)ccc3C)CC2)cc1	-4.2%	i	11%	-4%	11%
23	CN(C)CCN1C(=O)C2C3C=CC(C3)C2C1=O (stereo not given)	-3.1%	i	/	-5%	/
24	COc1ccccc1-c1cn[nH]c1-c1ccc(OCc2ccc([N+](=O)[O-])cc2)cc1O	/	i	/	-8%	/
25	CCOC(=O)/C=c1\s/c(=C\c2ccc3cc(OC)ccc3c2)c(=O)n1CC(=O)NCC1CCCO1 (stereo not given)	-7.8%	i	-2%	2%	-3%
26	Cn1c2ccccc2c2c(C(=O)N3CCN(c4ccccc4)CC3)cn(C3CCCC3)c(=O)c21	-6.6%	i	19%	0%	6%
27	CCCN(CCC)CCCNC(=O)c1nn(-c2cccc(OC)c2)c(=O)c2ccccc12	-6.9%	i	-15%	-14%	-9%
28	CCCCC(=O)OCc1nc2ccccc2s1	-7.0%	i	-8%	-5%	-3%
29	CCOc1ccc2[nH]c(=O)c(CN(CCCO)C(C)=O)cc2c1	-2.7%	i	6%	0%	7%
30	COc1cccc(-c2nc(CS(=O)(=O)CC(=O)N3CCN(c4ccccn4)CC3)c(C)o2)c1	-5.9%	i	-4%	2%	-12%

#	TNAP activation fold	WT yeast gro inh	WT yeast gro inh mutant strain	P. falciparum M1AAP	P. falciparum M17LAP
21	1.1	39	12	14%	5%
22	1.1	45	27	5%	-9%
23	1	-10	-19	5%	-9%
24	/	/	/	-1%	14%
25	1.1	6	31	5%	-11%
26	1.1	28	0	6%	14%
27	1	5	-2	2%	4%
28	1.1	-1	15	-11%	-2%
29	1.1	0	0	10%	-6%
30	1.1	10	7	0%	0%

Additional entries follow:
#	mol	XIAP antagonists	Yfh1-off respiration	PMI inhibitors	LYP phosphatase	human PMI inhibitors
31	Cc1c(CN(C)CCc2ccccc2)c(=O)n(-c2ccccc2)n1C	-6.2%	i	0%	-10%	-11%
32	O=C(c1ccccc1)N1CCCC(c2ccc(Cl)cc2)=N1	-4.4%	i	5%	6%	5%
33	CCOC(=O)/C(C(N)=NCC(C)C)=C(/O)c1ccccc1	-5.4%	i	-1%	-7%	5%
34	COc1ccccc1CN1C[C@@H]2C[C@@H](C3=Cc4cc(Cl)ccc4OC3)N3CCC[C@@]23C1=O	-6.3%	i	24%	5%	19%
35	COc1ccc(NC(=S)N(CCO)Cc2cc3c(C)cc(C)cc3[nH]c2=O)cc1	/	i	/	-5%	/
36	S=C(Nc1ccc(Cl)cc1Cl)Nn1cnnc1	0.0%	i	42%	-10%	16%
37	COc1c(Br)cc([N+](=O)[O-])c(OC)c1C(=O)NC(=O)Nc1nc(C)cc(C)n1	/	i	/	-8%	/
38	O=C(CSc1nnc(-c2ccc(Cl)s2)o1)N1CCc2ccccc21	3.5%	i	-17%	-9%	4%
39	CN1C(=O)[C@@H]2[C@@H]3C[C@@H]([C@H]4ON=C(c5ccc(Cl)cc5Cl)[C@@H]34)[C@@H]2C1=O	-4.9%	i	22%	-3%	6%
40	COc1ccc(C2/C=C\CN(Cc3ccco3)CC(=O)N2Cc2ccc(F)cc2)cc1 (stereo not given)	/	i	/	-2%	/

#	TNAP activation fold	WT yeast gro inh	WT yeast gro inh mutant strain	P. falciparum M1AAP	P. falciparum M17LAP
31	1.2	-5	0	18%	-6%
32	1	42	52	8%	6%
33	0.9	1	14	11%	10%
34	1.1	55	14	6%	9%
35	/	/	/	-1%	-6%
36	1.1	-1	1	-3%	-5%
37	/	/	/	9%	-2%
38	1.2	/	/	/	/
39	1	-5	-19	0%	-7%
40	/	/	/	5%	2%

Next results.
#	mol	XIAP antagonists	Yfh1-off respiration	PMI inhibitors	LYP phosphatase	human PMI inhibitors
41	CN=Cc1c(NC)nc2c(C)cccn2c1=O	-2.8%	i	5%	-10%	6%
42	O=C(Oc1cccc([N+](=O)[O-])c1)N1CCCCC1	-6.0%	i	-8%	0%	-12%
43	CCN1CCCC1CNCc1cc(OC)c(OC)c(OC)c1 (stereo not given)	-2.8%	i	2%	-2%	1%
44	O=C(C1=C[C@@H](C2CC2)C[C@@H](OCCCCO)O1)N1CCOCC1	-7.9%	i	12%	-7%	11%
45	COc1cc(NS(=O)(=O)c2ccc(NC(=O)/C(=C\c3ccccc3OC)NC(=O)c3ccccc3)cc2)nc(OC)n1	-15%	i	11%	10%	5%
46	COc1ccc(-c2nc(-c3ccc(Br)cc3)no2)c(OC)c1	-4.0%	i	13%	-2%	4%
47	COc1cc(OC)cc(C(=O)Nc2c(F)cccc2F)c1	-10%	i	0%	-6%	-1%

#	TNAP activation fold	WT yeast gro inh	WT yeast gro inh mutant strain	P. falciparum M1AAP	P. falciparum M17LAP
41	1.1	-3	0	7%	-2%
42	1.2	1	-5	-1%	1%
43	1.2	-2	-2	11%	12%
44	1	1	12	1%	-5%
45	1.1	-17	-10	14%	13%
46	1.1	15	21	6%	2%
47	1	5	15	-2%	-5%

Source: PubChem BioAssay (several laboratories)
